# pAkt inh: HTS Assay for Inhibitors of Akt Phophorylation: Primary Screen; Neuro2A IGF-stimulated pAkt S473 HTRF, 20 min; stronger effect = lower value; activity change, % for hits at 50 µM; 360,000 tested, 0.32% active; AID 651550, 2012; in the data active = activity change below about -80%; inconclusive = mostly about -51% to -80%; note: % is set by controls: 0 for no effect and ±100 for the full control effect
#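 Neuro2A cells (4,500/well, DMEM with 0.5% FBS) were treated with compound at a single 50 µM final concentration, stimulated with 6 nM IGF for 20 min at 37 °C, and lysed. Phospho-Akt Ser473 was read by HTRF as 665/615 ratio ×10^4.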
# DRD3 antagonist: qHTS of D3 Dopamine Receptor Antagonist: qHTS; D(3) dopamine receptor (Homo sapiens), P35462; D3R cells, DiscoveRx beta-arrestin luminescence, antagonist mode; stronger effect = lower value; max response, negative = inhibition, %; 360,000 tested, 2.5% active; AID 652054, 2013; in the data active = max response below about -50%; inconclusive = no clear call, values can overlap the other calls; note: % is set by controls: 0 for no effect and ±100 for the full control effect; mostly tested at two doses, the higher about 12 µM
# Target sequence (P35462 whole entry, looked up): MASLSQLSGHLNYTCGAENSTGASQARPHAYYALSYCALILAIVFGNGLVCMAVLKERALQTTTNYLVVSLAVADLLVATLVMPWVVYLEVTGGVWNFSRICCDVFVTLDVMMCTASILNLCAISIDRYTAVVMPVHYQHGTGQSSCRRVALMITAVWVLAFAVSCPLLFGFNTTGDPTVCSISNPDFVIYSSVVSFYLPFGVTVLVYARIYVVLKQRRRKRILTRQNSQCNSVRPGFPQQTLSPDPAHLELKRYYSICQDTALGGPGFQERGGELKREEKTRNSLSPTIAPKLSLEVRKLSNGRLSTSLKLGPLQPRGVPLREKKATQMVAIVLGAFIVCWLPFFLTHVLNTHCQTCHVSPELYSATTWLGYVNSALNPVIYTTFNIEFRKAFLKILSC
#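 Cells expressing the human receptor were seeded at 1500 cells/well, incubated overnight at 37 degrees C in 5% CO2, then exposed to library compounds with dopamine controls for 90 minutes at 37 degrees C before luminescent detection.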
# aSyn rescue: qHTS of alpha-syn Inhibitors | Yeast expressing alpha-synuclein, growth rescue, BacTiter-Glo, 24 h | 370,000 tested, 0.14% active | Potency, µM (series often up to 46.1 µM), inactives show at the highest dose growth rescue (activation), most hits filed as activators; note: potency is the fitted concentration of half-maximal effect; % of control where 0% means no effect; nearly all actives have a fitted effect of over 65% in size
#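 Galactose-induced alpha-syn yeast (OD600=0.02, raffinose-pregrown) + pinned cpd, 24 hr, 30 deg C; growth by BacTiter-Glo luminescence. Growth restoration scores as activation.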
# TDP43 rescue: qHTS of TDP-43 Inhibitors. 410,000 tested, 1.8% active. Potency, µM (doses to about 46.1 µM), without a hit: top-dose growth rescue (activation), most hits filed as activators. TDP-43 expressing yeast growth rescue, BacTiter-Glo, 24 h; note: potency is the fitted concentration of half-maximal effect; % of control where 0% means no effect; nearly all actives have a fitted effect of over 50% in size
#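 Yeast cells expressing TDP-43 under galactose induction are exposed to compounds for 24 hr at 30 deg C. BacTiter-Glo luminescence measures growth, so protective compounds score as activators.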
# PTHR1 ag: qHTS for PTHR1 Agonists: Primary Screen; Parathyroid hormone/parathyroid hormone-related peptide receptor (Homo sapiens), Q03431; 410,000 tested, 0.075% active; HEK293 GP2 PTHR1 cells, GloSensor cAMP luminescence, 1 h; Potency, µM (titrated, usually from 115 µM), for the others: at the top dose activation, usual class: activators; note: potency is the fitted concentration of half-maximal effect; nearly all actives have a fitted effect of over 55% in size; some results filed as inactive show a strong effect at the top dose; inactives centre near -15; many of its hits are not listed in these tables
# Target sequence (Q03431 whole entry, looked up): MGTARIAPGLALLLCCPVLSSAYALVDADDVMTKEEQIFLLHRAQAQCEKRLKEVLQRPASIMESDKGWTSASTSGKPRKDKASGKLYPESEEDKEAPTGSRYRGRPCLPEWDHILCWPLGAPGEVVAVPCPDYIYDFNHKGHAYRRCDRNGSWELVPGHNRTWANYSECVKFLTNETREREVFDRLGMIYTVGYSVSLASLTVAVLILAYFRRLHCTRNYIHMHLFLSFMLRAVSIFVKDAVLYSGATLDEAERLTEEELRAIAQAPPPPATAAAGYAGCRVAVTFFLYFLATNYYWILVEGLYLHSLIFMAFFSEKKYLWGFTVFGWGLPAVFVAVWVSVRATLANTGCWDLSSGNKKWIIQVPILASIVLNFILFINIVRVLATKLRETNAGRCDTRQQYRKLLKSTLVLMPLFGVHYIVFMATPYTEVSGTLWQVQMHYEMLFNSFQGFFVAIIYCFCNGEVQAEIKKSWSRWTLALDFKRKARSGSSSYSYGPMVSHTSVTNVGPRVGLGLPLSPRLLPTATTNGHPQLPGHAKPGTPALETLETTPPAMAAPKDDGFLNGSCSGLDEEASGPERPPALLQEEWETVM
#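 HEK-293-derived GP2 cells expressing PTHR1 and a GloSensor cAMP reporter, 3,000/well, plated overnight, given luciferin plus IBMX (each 0.5 mM as added) for 1 h at 37 °C, then compound for 1 h at 37 °C. Luminescence was read after 15 min at room temperature.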
# FUS suppressor: qHTS for Suppressors of FUS Proteinopathy: Primary screen using FUS-linked yeast assay | S. cerevisiae FUS-expressing, growth rescue, OD600, 24 h | Potency, µM (titrated, usually from 76.6 µM), inactives show top-dose growth rescue (activation), hits mostly activators | 390,000 tested, 0.24% active | AID 1347120, 2019;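 note: potency is the fitted concentration of half-maximal effect; plate controls were DMSO vehicle for no effect and reference control for full effect; nearly all actives have a fitted effect of over 55% in size; some results filed as inactive show a strong effect at the top dose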
#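 Cultures pregrown in 2.5% raffinose medium are shifted to minimal medium containing 2% galactose to express toxic FUS. Compounds are tested at several concentrations. After 24hr at 30C, growth is quantified at 600 nm absorbance.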
# Abeta rescue: qHTS for compounds that reverse cellular toxicity of Amyloid beta (A-beta) peptide in yeast: Primary Screen; yeast expressing A-beta42, growth rescue, OD600, 48 h; response scale: 0% DMSO, 100% iron-clioquinol control; Potency, µM (series often up to 46.1 µM), inactives show at the highest dose growth rescue, usual class: activators; 410,000 tested, 0.063% active; note: potency is the fitted concentration of half-maximal effect; nearly all actives have a fitted effect of over 55% in size
#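 Growth rescue measured by 600 nm absorbance after 48 h yeast culture at 30 C with compound. Values normalized between DMSO and an equimolar ferric chloride plus clioquinol control.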
# GLP-1R agonist: qHTS of GLP-1 Receptor Agonists. Glucagon-like peptide 1 receptor (Homo sapiens), P43220. HEK293 GLP-1R CRE-luciferase, luminescence, 4-6 h; cells express a hypersensitive GLP-1R form. Potency, µM (doses to about 45.6 µM), inactives show top-dose activation, actives largely listed as activators. 380,000 tested, 0.007% active. AID 624172, 2012; note: potency is the fitted concentration of half-maximal effect; % of control where 0% means no effect
# GLP-1R inv ag: qHTS of GLP-1 Receptor Inverse Agonists (Inhibition Mode); Glucagon-like peptide 1 receptor (Homo sapiens), P43220; HEK293 GLP-1R CRE-luciferase, luminescence, 24 h; GLP-1R form is constitutively active; AID 624417, 2012; Potency, µM (titrated, usually from 38.3 µM), for inactives: at the top dose activity change, negative = inhibition, usual class: inhibitors; 410,000 tested, 1.6% active; note: potency is the fitted concentration of half-maximal effect; % is set by controls: 0 for no effect and ±100 for the full control effect; nearly all actives have a fitted effect of over 55% in size
#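 Cells are plated, allowed 12 hours at 37 deg C, then treated with compounds for 24 hr before luciferase detection reagent is added and luminescence is read after 12 min at room temperature. The HEK293 line carries constitutively active GLP-1R with a cAMP-responsive reporter.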
# * marks the source's active call; other numbers are inactive results; i = inactive; ? = inconclusive; nt = no result given; & = joins results of further samples; [ ] = remark or other dose. Unless noted, calls come from the whole dose curve; as a rule, active = well fitted curve in the direction sought with a large enough effect; inconclusive = small, poorly fitted or top-dose-only effect, or another doubt; inactive = no such curve, though single readings can be large; an effect the other way counts as inactive or inconclusive.
SMILES,pAkt inh,DRD3 antagonist,aSyn rescue,TDP43 rescue,PTHR1 ag,FUS suppressor,Abeta rescue,GLP-1R agonist,GLP-1R inv ag
CC(=O)c1cccc(NC(=O)C2CC(=O)N(C3CCCC3)C2)c1 (stereo unspecified),i,-14,-1%,12%,i,-2%,5%,3%,3%
COc1ccc(-n2nc3c(N4CCCC(C(=O)NCc5ccc(C)cc5)C4)nnc(C)c3c2C)cc1 (stereo unspecified),nt,nt,nt,-9%,-39%[inhibitor],11%,-10%,nt,23%
O=C(O)CCCNCc1ccccc1F,i,3,0%,-7%,i,nt,26%,0%,2%
COc1ccc(CCC(=O)Nc2ccc(S(=O)(=O)N3CCOCC3)cc2)cc1OC,i,-5,-4%,9%,-23%,4%,0%,6%,-7%
CCN(c1ncnc2c1c(-c1ccccc1)cn2-c1ccccc1)C1CCCCC1,nt,nt,nt,10%,i,-1%,10%,nt,2%
C=CCn1c(SCC(=O)Nc2nnc(C)s2)nnc1-c1cccnc1,i,8,0%,8%,-23%,1%,1%,0%,15%
CCC(Sc1nc2ccccc2s1)C(=O)Nc1nnc(C)s1 (stereo unspecified),i,-13,19%,-11%,i,?,-17%,11%,-5%
Cc1ccc(/C=C/C(=O)OCC(=O)Nc2cccnc2Cl)cc1,i,15,1%,19%,-40%[inhibitor],-14%,1%,-6%,-1%
CCCCCCC(=O)NC(Nc1ccc(S(N)(=O)=O)cc1)C(Cl)(Cl)Cl (stereo unspecified),i,18,-7%,4%,i,24%,5%,-11%,8.9µM*
COc1ccc(-c2[nH]ncc2CN2CCCC(C(=O)c3ccc(OC)cc3OC)C2)cc1 (stereo unspecified),i,2,-2%,-14%,i,10%,14%,9%,?
Cc1ccc(N(C(=O)c2csnn2)C(C(=O)NC2CCCC2)c2ccccn2)cc1 (stereo unspecified),i,2,3%,10%,i,-14%,6%,-3%,15%
CCN(c1cccc(C)c1)S(=O)(=O)c1nnc(NC(=O)c2ccco2)s1,i,?,15%,-16%,-81%[inhibitor],18%,3%,-3%,-26%
CCN(C[C@H]1N[C@@](CC)(C(=O)OC)[C@H]2C(=O)N(C)C(=O)[C@@H]12)C(=O)c1ccccc1,i,0,-2%,-4%,-15%,-20%,-14%,-4%,7%
C[C@]12c3[nH]c4ccc(Cl)cc4c3CCN1C(=O)[C@@H](CC(=O)NCCCn1ccnc1)C[C@@H]2C(=O)N1CCOCC1,i,0,-1%,0%,-2%,-8%,0%,-1%,3%
N/C(=N\OC(=O)Nc1ccc(Cl)cc1)c1ncc(C(F)(F)F)cc1Cl,i,0,-23%,-28%,i,?,-5%,-3%,1%
CCOC(=O)c1ccccc1-c1csc(NS(=O)(=O)c2ccc(Cl)cc2)n1,i,?,-10%,-6%,i,7%,5%,-3%,?
OC(COCC1COc2ccccc2O1)CN1CCN(c2ccccn2)CC1 (stereo unspecified),i,-24&0,4%&1%,-2%&-12%,-8%&-9%,-6%&9%,2%&1%,2%&-1%,-32%&-16%
Cc1ccc(S(=O)(=O)N2CCCCC2)cc1NS(=O)(=O)c1ccccc1F,i,1,-1%,-10%,-11%,15%,12%,8%,?
CCOC(=O)/C(C#N)=C/c1ccc(N2CCN(C)CC2)cc1,i,0,4%,-5%,-11%,18%,-3%,12%,-16%
Cc1cccc(NC(=O)CSc2nnc(CNC(=O)c3cccs3)o2)c1C,i,12,4%,5%,i,5%,11%,4%,-12%
CC(C)Cc1[nH]c(=O)c(C#N)c2c1COC(C)(C)C2,i,5,0%,9%,i,0%,6%,?,55%[activator]
Cc1ccc(NC(=S)N(CCCN2CCOCC2)Cc2ccccn2)cc1,i,-1,-5%,13%,-20%,3%,-4%,-2%,2%
Cc1ccc(N(C)S(=O)(=O)c2cccc(C(=O)NNC(=O)c3ccncc3)c2)cc1,i,-19,-6%[1.84 µM],-6%,-57%[inhibitor],9%,-12%,-8%,17%
Cc1cc(C)nc(SCc2nnc(SCC(=O)Nc3nc(-c4ccccc4)cs3)n2C)n1,i,10,0%,-1%,-10%[57.5 µM],-1%,-10%,-10%,?
Cc1cc(=O)oc(C)c1C(=O)NCCCN1C(C)CCCC1C (stereo unspecified),i,-8,2%,-7%,-10%[57.5 µM],11%,4%,-17%,1%
COC(=O)c1ccc2oc(=O)c(S(=O)(=O)c3ccc(C)cc3)cc2c1,nt,nt,nt,-17%,-21%,8%,-20%,nt,16%
CC(Sc1nnc(Cc2ccccc2)o1)C(=O)Nc1ccccc1[N+](=O)[O-] (stereo unspecified),i,-18,-1%,2%,i,-26%,-3%,7%,-3%
O=C(NCc1ccco1)c1ccccc1-c1ccccc1,i,0,1%,?,i,18%,23%,3%,0%
CC(C)N(Cc1ccccc1)C(=O)Cn1c(=O)cnc2ccccc21,i,-1,8%,9%,i,-16%,-4%,16%,-17%
Cc1cnc(C(=O)N(c2ccc(N3CCOCC3)cc2)C2C(=O)Nc3ccccc3N=C2c2ccc(F)cc2)cn1 (stereo unspecified),i,-22,3%,-1%,?,27%,-4%,-3%,32%
Cc1ccc(C(CNS(=O)(=O)c2ccc(F)cc2)N2CCN(C)CC2)cc1 (stereo unspecified),i,-5,-4%,17%,-9%,11%,4%,1%,?
NC(=O)N/N=C/c1coc2ccc3ccccc3c2c1=O,i,-16,0%,-29%,i,18%,-19%,9%,11%
COc1ccc(C)cc1S(=O)(=O)Nc1cccc(-c2cn3cccnc3n2)c1,i,-7,0%,-2%,i,18%,-9%,15%,46%[activator]
COCCn1c(-c2ccccc2Cl)nc2c(c(=O)c3ccccc3n2C)c1=O,i,10,4%,-3%,-33%,-2%,7%,6%,2%
C[C@@H]1CCC[C@]2(O[C@H](CCO)C[C@H](O)[C@H]2O)O1,i,4,0%,5%,-54%,-26%,9%,-1%,4%
CCCCNc1nc2c(-c3ccccc3)nnn2c2ccccc12,i,20,0%,12%,i,-33%,1%,7%,5%
CCCCc1nn2c(=O)cc(COC(=O)c3ccc(NC(=O)CCc4ccccc4)cc3)nc2s1,nt,nt,nt,-13%,15%,-9%,-18%,nt,3%
COc1ccc(C(=O)NCC(=O)OCCCOC(=O)CNC(=O)c2ccc(OC)c(OC)c2)cc1OC,i,-5,-2%,-20%,i,nt,-19%,3%,14%
O=C1CN2NC(=S)N(c3ccccc3)C2=CN1c1ccc(Cl)cc1,i,25,0%,3%,i,-24%,3%,9%,3%
c1csc(-c2noc(CN3CCOCC3)n2)c1,i,8,-2%,-13%,i,4%,8%,3%,4%
O=C(CC(c1ccccc1)c1ccccc1O)NCCc1ccccc1 (stereo unspecified),i,16,1%,4%,-32%,10%,-18%,5%,?
C=CCN1C=C2C(=O)C(C)(OC(=O)c3cccs3)C(=O)C=C2C=C1CCCC(=O)OC (stereo unspecified),i,-12,1%,17%,i,?,1%,-1%,-12%
CCCCNC(=O)CNC(=S)N(Cc1ccccc1)Cc1cccs1,i,14,3%,1%,-1%,24%,18%,11%,5µM*
Cc1ccn2cc(-c3ccc(C)c(NS(=O)(=O)c4ccc(Cl)cc4)c3)nc2c1,nt,nt,nt,-1%,-1%,25%,-12%,nt,?
Oc1ccc(NCc2cccc(OCc3ccccc3)c2)cc1,i,-8,2%,?,-14%,20%,-21%,2%,137%[activator]
COc1cccc(C(=O)NC2CCN(CC(=O)NCc3ccccc3OC)CC2)c1,i,13,4%,-9%,i,-6%,11%,4%,?
O=C(O/N=C/C1=C(Cl)c2ccccc2CC1)c1ccc(F)cc1,i,0,-5%,-9%,i,-28%,-12%,11%,13%
Cc1nc(SCC(=O)N2c3ccccc3NC(=O)CC2C)c2c(C)c(C)sc2n1 (stereo unspecified),i,6,0%,-9%,?,25%,-5%,6%,30%[activator]
COc1ccc(NC(=O)c2ccc(OCC3CCCO3)cc2)cc1Cl (stereo unspecified),i,-5,2%,24%,-35%[inhibitor],8%,-5%,0%,-19%
O=C(Nc1ccc(Cl)cc1)NC1CCCC1Cc1ccco1 (stereo unspecified),i,-21,-16%,10%,-40%,24%,-53%[inhibitor],-7%,5.6µM*
O=C1CC(=O)N(c2ccccc2)N1c1ccccc1,i,10,8%,2%,-10%,nt,6%,-2%,0%
CCOC(=O)CN1C(=O)C(O)(CC(=O)c2ccco2)c2ccccc21 (stereo unspecified),i,4,0%,13%,i,-28%,28%,0%,25%
CC(OC(=O)/C=C/c1ccc(Br)cc1)C(=O)N1CCOCC1 (stereo unspecified),i,-3,-1%,1%,-6%,nt,-9%,8%,23%
CCOC(=O)C1=C(C)NC(=O)NC1c1cc2c(cc1Br)OCO2 (stereo unspecified),i,0,-6%,-22%,5%[57.5 µM],0%,-6%,0%,1%
CC(=O)c1c(C)oc2ccc(N(C(C)=O)S(=O)(=O)c3ccc(Br)cc3)cc12,i,11,3%,1%,-4%,3%,8%,-9%,?

# High-throughput results as filed in PubChem BioAssay.

# An excerpt, so the mix of outcomes need not match the whole.
